Screening data: PubChem, The Scripps Research Institute Molecular Screening Center
pPAFAH FP inh: pPAFAH enzyme inhibitors, primary screen, biochemical, fluorescence polarization, human; Platelet-activating factor acetylhydrolase (Homo sapiens), Q13093; recombinant pPAFAH, FP-rhodamine probe fluorescence polarization; inhibition, % at 3.39 µM; 330,000 tested, 1.5% active; AID 463082, 2010;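 active = inhibition above the mean inhibition across the screen plus 3 SD, cut at about 25% in these data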;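 note: inhibitors block binding of the rhodamine activity-based probe so polarization drops; 0% = enzyme with DMSO and 100% = wells lacking pPAFAH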
PAFAH1B2 inh: PAFAH1B2 enzyme inhibitors, primary screen, biochemical, fluorescence polarization, human. 340,000 tested, 1.2% active. AID 492953, 2010. inhibition, % at 3.39 µM. Platelet-activating factor acetylhydrolase IB subunit alpha2 (Homo sapiens), P68402. recombinant PAFAH1B2, FP-rhodamine activity probe;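 active = inhibition above the mean of all tested compounds plus 3 SD, cut at about 24% in these data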;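 note: 0% = enzyme with DMSO and 100% = wells lacking PAFAH1B2; many of its hits are not listed in these tables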
Target sequence (P68402 whole entry, looked up): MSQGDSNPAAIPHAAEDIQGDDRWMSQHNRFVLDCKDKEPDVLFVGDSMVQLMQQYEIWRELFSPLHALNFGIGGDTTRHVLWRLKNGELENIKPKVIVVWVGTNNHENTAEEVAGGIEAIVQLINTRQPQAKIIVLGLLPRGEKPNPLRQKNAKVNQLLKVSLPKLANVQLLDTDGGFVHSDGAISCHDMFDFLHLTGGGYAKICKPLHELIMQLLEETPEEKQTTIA
LYPLA1 inh: LYPLA1 inhibitors, primary screen, counter-screen for PME1 inhibitor project, biochemical, fluorescence polarization, FP-Rh probe ABPP | recombinant LYPLA1 | inhibition, % at 5.9 µM | 320,000 tested, 0.16% active | AID 2174, 2009;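 active = inhibition above the mean of all tested compounds plus 3 SD, set per campaign, cut at about 14% in these data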;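 note: inhibitors block serine hydrolase probe labeling of LYPLA1 so polarization falls; 0% = enzyme with DMSO and 100% = wells lacking LYPLA1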
Target sequence (O75608 whole entry, looked up): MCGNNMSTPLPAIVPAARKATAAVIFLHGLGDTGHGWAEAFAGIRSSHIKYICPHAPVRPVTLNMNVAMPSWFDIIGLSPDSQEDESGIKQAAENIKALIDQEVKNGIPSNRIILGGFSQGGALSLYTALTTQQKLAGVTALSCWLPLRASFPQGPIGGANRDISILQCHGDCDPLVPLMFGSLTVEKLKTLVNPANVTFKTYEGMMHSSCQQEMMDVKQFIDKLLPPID
PME-1 inh: PME-1 inhibitors via competitive probe labeling, primary screen, biochemical, fluorescence polarization, FP-Rh probe, HTS | Protein phosphatase methylesterase 1 (Homo sapiens), Q9Y570 | recombinant PME-1 | 320,000 tested, 0.53% active | AID 2130, 2009 | inhibition, % at 5.9 µM;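 active = inhibition above the campaign mean of all compounds plus 3 SD, cut at about 26% in these data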;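 note: competitive labeling of PME-1 active site by serine hydrolase directed probe; 0% = PME-1 with DMSO and 100% = wells lacking PME-1 enzyme; inhibitors block probe labeling so polarization falls and inhibition rises; many of its hits are not listed in these tables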
PAFAH1B3 inh: PAFAH1B3 enzyme inhibitors, primary screen, biochemical, fluorescence polarization, human. Platelet-activating factor acetylhydrolase IB subunit alpha1 (Homo sapiens), Q15102. recombinant PAFAH1B3, FP-rhodamine probe. inhibition, % at 3.39 µM. 340,000 tested, 0.28% active. AID 492972, 2010;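 active = inhibition above the screen-wide average of all tested compounds plus 3 SD, cut at about 25% in these data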;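 note: 0% = enzyme with DMSO only and 100% = wells lacking PAFAH1B3 protein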
Target sequence (Q15102 whole entry, looked up): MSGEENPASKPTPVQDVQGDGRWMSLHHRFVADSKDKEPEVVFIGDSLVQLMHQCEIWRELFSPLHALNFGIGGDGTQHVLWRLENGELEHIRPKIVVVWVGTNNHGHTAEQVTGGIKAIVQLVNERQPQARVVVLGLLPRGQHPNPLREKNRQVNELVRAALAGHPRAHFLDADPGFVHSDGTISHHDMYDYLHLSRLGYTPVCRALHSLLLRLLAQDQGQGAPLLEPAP
PAFAH2 inh: PAFAH2 enzyme inhibitors, primary screen, biochemical, fluorescence polarization, human; Platelet-activating factor acetylhydrolase 2, cytoplasmic (Homo sapiens), Q99487; recombinant PAFAH2, FP-rhodamine activity probe; inhibition, % at 3.39 µM; 340,000 tested, 0.99% active; AID 492956, 2010;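 active = inhibition above the mean over all tested compounds plus 3 SD, cut at about 30% in these data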;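 note: inhibitors block probe labeling of enzyme so polarization drops; 0% = enzyme with DMSO and 100% = wells lacking PAFAH2 protein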
PAD4 FP inh: human PAD4 inhibitors, primary screen, biochemical, fluorescence polarization, 1536-well format | Protein-arginine deiminase type-4 (Homo sapiens), Q9UM07 | recombinant PAD4, RCA probe fluorescence polarization | inhibition, % at 6.36 µM | 330,000 tested, 0.41% active | AID 485272, 2010;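 active = percent inhibition above a cutoff equal to the mean of all tested compounds plus 3 SD, cut at about 15% in these data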;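 note: 0% = PAD4 with RCA probe and DMSO and 100% = probe without PAD4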
Fam108B inh: mouse Fam108B serine hydrolase inhibitors, primary screen, counter-screen for RBBP9 inhibitor project, biochemical, fluorescence polarization. inhibition, % at 9.51 µM. 300,000 tested, 0.33% active. recombinant Fam108B, FP-Rh probe fluorescence polarization;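 active = inhibition above the screen mean inhibition plus 3 SD, computed separately per campaign, cut at about 18% in these data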;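 note: inhibitors lower polarization as less probe binds the enzyme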
GSTO1 counter: inhibitors of recombinant GSTO1, primary screen, counter-screen for RBBP9 inhibitor project, biochemical, fluorescence polarization | Glutathione S-transferase omega-1 (Homo sapiens), P78417 | activity-based probe fluorescence polarization | inhibition, % at 5.96 µM | 300,000 tested, 1.1% active | AID 1974, 2009;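 active = inhibition above the campaign mean inhibition plus 3 SD, cut at about 35% in these data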;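 note: 0% = GSTO1-1 with DMSO and 100% = wells lacking GSTO1-1 enzyme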
Target sequence (P78417 whole entry, looked up): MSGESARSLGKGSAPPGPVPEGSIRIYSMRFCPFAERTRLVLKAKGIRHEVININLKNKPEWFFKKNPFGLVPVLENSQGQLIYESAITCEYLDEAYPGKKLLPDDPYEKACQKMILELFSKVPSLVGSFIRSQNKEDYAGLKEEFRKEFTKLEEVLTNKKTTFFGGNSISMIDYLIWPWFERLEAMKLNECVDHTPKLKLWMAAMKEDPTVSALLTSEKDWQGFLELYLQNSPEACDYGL
* = called active by the depositor; . = not tested or not shown. This is a subset; the hit share may differ from the screen's.

Every second line gives: PAFAH1B3 inh	LYPLA1 inh	pPAFAH FP inh	GSTO1 counter	PAFAH2 inh	PME-1 inh	PAFAH1B2 inh	Fam108B inh	PAD4 FP inh
CC(CCc1ccccc1)NC(=O)COC(=O)c1cccc(N(C)C)c1 (stereo not drawn)
    -1	0	22	-6	58*	10	1	8	-2
C#CCN1C(=O)S/C(=C/C=C/c2ccc(N(C)C)cc2)C1=O
    -33	-42	-24	-36	-61	-56	-38	-42	-40
Cc1ccc(C)c(OCCC(=O)OCC(=O)N2CCN(c3ccccc3)CC2)c1
    6	-1	-2	-4	0	-3	-4	0	4
O=C(O)CCN(CCC(=O)O)c1nnc(SCc2ccccc2)s1
    10	-2	6	-3	6	-4	10	-2	1
COc1ccc(-c2ccc(NS(=O)(=O)c3cc([N+](=O)[O-])c(C)c([N+](=O)[O-])c3)cc2)nn1
    7	-1	10	-2	14	3	0	-1	-1
O=C(/C=C/c1cccc([N+](=O)[O-])c1)NCCSCc1cccc(Cl)c1
    4	0	5	0	2	8	2	0	-4
Cc1cc(C)cc(NC(=S)NCc2ccncc2)c1
    1	-3	6	-1	2	1	-4	-2	-2
CCC1CCCCN1S(=O)(=O)c1ccc(C(=O)N(CCCN(C)C)c2nc3cc4c(cc3s2)OCO4)cc1 (stereo not drawn)
    4	1	-3	3	4	6	5	5	-3
O=C(NCCc1ccc(C(F)(F)F)cc1)C1CCC(=O)N(CCCc2ccccc2)C1 (stereo not drawn)
    1	3	12	6	53*	-3	11	6	-8
O=C(Nc1cccc(S(=O)(=O)N2CCCCCC2)c1)c1ccc(Cl)nc1
    6	.	-2	.	-6	.	5	.	7
CC(=O)N1CCN(c2ccccc2NC(=O)c2ccc(Br)o2)CC1
    5	5	4	-4	-2	6	-5	0	-1
Cn1cc(C(=O)C(=O)N2CCOCC2)c2ccccc21
    12	-2	7	2	-6	6	2	-3	-2
O=C(O)c1ccc(Cl)c(S(=O)(=O)N(Cc2ccccc2)c2ccc(F)cc2)c1
    -6	-1	5	-1	2	1	33*	-1	-6
CCCCNC(=O)c1c(C)cc(=O)oc1C
    -5	1	0	-3	-7	2	5	1	-2
Cc1cc(C)cc(OCC(=O)N(Cc2ccco2)c2c(N)n(Cc3ccccc3)c(=O)[nH]c2=O)c1
    3	1	1	.	2	4	8	.	-1
COC(=O)c1cccc(OCC(O)Cn2ccnc2)c1 (stereo not drawn)
    4	0	3	10	2	-4	-2	-4	3
COc1ccc(NC(=S)N2CCC(c3nc4ccc(Cl)cc4[nH]3)CC2)c(OC)c1
    7	-3	31*	8	-6	0	-3	2	0
O=C(C1=C[C@@H](c2ccc3c(c2)OCO3)C[C@@H](OCCCCO)O1)N1CCOCC1
    3	-2	3	5	2	-4	0	-3	-2
CC(Cc1c[nH]c2ccccc12)NC(=O)OCCCl (stereo not drawn)
    4	-4	-1	10	3	4	4	7	6
Cc1cc(C)n(-c2ccc(F)cc2CN2CCN(Cc3ccccc3)C(CCO)C2)n1 (stereo not drawn)
    8	-2	1	-6	12	5	6	0	2
CCn1c(C)nc2c(=O)oc3ccccc3c21
    12	4	1	-1	-5	1	-1	-1	5
Cc1cc(=O)oc(C)c1C(=O)O
    5	2	9	-1	-3	4	-1	-1	-3
COc1ccccc1COc1ccc2c(C)c(CC(=O)O)c(=O)oc2c1C
    13	-2	12	-1	0	2	1	6	-3
COc1cccc(-c2nc3n(n2)C(c2ccccc2Cl)C(C(N)=O)=C(C)N3)c1 (stereo not drawn)
    1	-2	2	1	-5	-3	1	-1	-1
COc1ccc2c(CC(=O)N3CCN(S(=O)(=O)c4ccc(F)cc4)CC3)coc2c1
    8	-7	21	.	5	-6	9	.	-2
O=C(CSCCNS(=O)(=O)c1ccccc1)Nc1ccccc1
    8	1	4	4	11	1	1	-2	-2
OC(CNCc1ccc(F)cc1)(c1ccc(F)cc1)c1ccc(F)cc1
    0	2	5	1	5	10	7	8	1
CSc1nsc(NC(=O)Nc2ccccc2)n1
    -1	-4	-5	-11	-2	-14	-5	-4	0
CC(C)NC(=O)c1onc(CSc2nc3ccccc3[nH]2)c1C(=O)NC(C)C
    7	-3	0	3	-4	-6	4	-4	-1
COc1cc(C(=O)N/C(=C\c2cn(S(=O)(=O)N(C)C)c3ccccc23)C(=O)N2CCCC2)cc(OC)c1OC
    2	-2	-2	-5	10	-3	5	1	0

Reformatted: entries from further up
compound	PAFAH1B3 inh	LYPLA1 inh	pPAFAH FP inh	GSTO1 counter	PAFAH2 inh	PME-1 inh	PAFAH1B2 inh	Fam108B inh	PAD4 FP inh
Cc1cc(C)n(-c2ccc(F)cc2CN2CCN(Cc3ccccc3)C(CCO)C2)n1 (stereo not drawn)	8	-2	1	-6	12	5	6	0	2
CCCCNC(=O)c1c(C)cc(=O)oc1C	-5	1	0	-3	-7	2	5	1	-2
Cc1ccc(C)c(OCCC(=O)OCC(=O)N2CCN(c3ccccc3)CC2)c1	6	-1	-2	-4	0	-3	-4	0	4

Printed as active in pPAFAH FP inh (from the list above):
| SMILES | PAFAH1B3 inh | pPAFAH FP inh | PAFAH2 inh | PME-1 inh | PAFAH1B2 inh | PAD4 FP inh |
| --- | --- | --- | --- | --- | --- | --- |
| COc1ccc(NC(=S)N2CCC(c3nc4ccc(Cl)cc4[nH]3)CC2)c(OC)c1 | 7 | 31* | -6 | 0 | -3 | 0 |

The list goes on.
Every second line gives: PAFAH1B3 inh	LYPLA1 inh	pPAFAH FP inh	GSTO1 counter	PAFAH2 inh	PME-1 inh	PAFAH1B2 inh	Fam108B inh	PAD4 FP inh
COc1ccc(OCCC(=O)OCC(=O)NC(=O)NC(C)C)cc1
    -3	0	7	5	2	1	6	-5	0
CNc1snc(C)c1C(=O)OC(C)C(=O)Nc1ccccc1 (stereo not drawn)
    8	0	-1	.	8	-7	7	.	1
Cc1ccc(S(=O)(=O)N/N=C/c2ccc(OCC(=O)Nc3ccccc3Cl)cc2)cc1
    11	0	15	0	7	1	1	2	-1
NNC(=S)Nc1cccc(-c2n[nH]c(=S)o2)c1
    21	-6	39*	2	12	16	5	4	3
Cc1cc(C(=O)OCC(=O)NCCc2ccccc2)c2ccccc2n1
    1	3	-1	.	-8	-3	2	.	-1
COc1ccc(S(=O)(=O)N2CCCC(C(=O)NCc3ccncc3)C2)cc1 (stereo not drawn)
    5	1	2	9	0	-9	3	-1	1
CC(=O)Nc1ccc(S(=O)(=O)N2CCN(C(=O)N3CCCCC3)CC2)cc1
    0	-1	8	-7	-7	-1	1	2	-4
CC(CCc1ccccc1)NC(=O)CN1CCN(Cc2ccccc2)C1=O (stereo not drawn)
    2	-3	3	1	9	1	6	2	-2
CN(C)NC(=O)C(NC(=O)c1ccc(N)cc1)C12CC3CC(CC(C3)C1)C2 (stereo not drawn)
    9	1	-4	1	-2	1	8	4	-2
O=C(COc1ccc(S(=O)(=O)N2CCCC2)cc1)N1CCCC1
    7	-2	31*	6	-1	-7	4	4	-2
Cc1ccc(SCC(=O)O/N=C(\N)c2cccnc2)cc1
    4	-4	-5	7	0	-3	75*	-3	-1
CC(C)c1ccc(-n2nnnc2SCC(=O)NC2CC2)cc1
    4	-2	0	.	-1	-4	5	.	2
CCCCN(C(=O)c1cc2ccccc2o1)c1c(N)n(CC(C)C)c(=O)[nH]c1=O
    -3	-5	-3	2	-2	1	-1	7	-3
CC(=O)c1ccc(Nc2ncnc3c2oc2ccccc23)cc1
    5	1	-3	-1	-6	-4	0	2	-14
CCOC(=O)C1=C(c2ccccc2)N(C)C(=O)NC1c1ccc(OC(F)F)c(OC)c1 (stereo not drawn)
    3	0	10	4	3	2	7	2	-2
COc1cc(SC)ccc1C(=O)N1CCN(Cc2ccc3c(c2)OCO3)CC1
    10	2	5	-1	2	6	7	-2	0
Cc1cc(C)cc(Oc2ccc(C(F)(F)F)cc2C#N)c1
    5	-1	1	2	-1	3	-3	2	0
Cc1cccc(NCc2cc(Cl)cc(Cl)c2O)n1
    11	2	17	1	1	5	0	0	-1
CCOc1ccc(/C(O)=C2\C(=O)C(=O)N(c3ccc(OC)cc3)C2c2ccccc2[N+](=O)[O-])cc1 (stereo not drawn)
    .	2	0	2	.	4	.	-1	13
CCCNC(=O)COC(=O)c1n[nH]c2ccccc12
    -2	2	1	7	8	4	0	0	5
O=C(Cn1cc(C(F)(F)F)ccc1=O)N/N=C/c1ccccc1O
    8	-2	-1	-12	2	-1	3	-1	-2
COC(=O)COc1ccc2c(=O)c(-c3ccccc3OC)coc2c1
    5	3	6	-1	3	1	3	4	0

Grouped by structure: the compounds so far containing a nitro group on carbon
Every second line gives: PAFAH1B3 inh	LYPLA1 inh	pPAFAH FP inh	GSTO1 counter	PAFAH2 inh	PME-1 inh	PAFAH1B2 inh	Fam108B inh	PAD4 FP inh
COc1ccc(-c2ccc(NS(=O)(=O)c3cc([N+](=O)[O-])c(C)c([N+](=O)[O-])c3)cc2)nn1
    7	-1	10	-2	14	3	0	-1	-1
O=C(/C=C/c1cccc([N+](=O)[O-])c1)NCCSCc1cccc(Cl)c1
    4	0	5	0	2	8	2	0	-4
CCOc1ccc(/C(O)=C2\C(=O)C(=O)N(c3ccc(OC)cc3)C2c2ccccc2[N+](=O)[O-])cc1 (stereo not drawn)
    .	2	0	2	.	4	.	-1	13
